Compound activity from PubChem.
proKLK7 act: proKLK7 zymogen activators, primary screen, biochemical, fluorescence intensity; Kallikrein-7 (Homo sapiens), P49862; purified proKLK7, EDANS-DABCYL substrate fluorescence; 100% is mature enzyme control, 0% vehicle; activation, % at 7 µM; 0.9% of 370,000 active; AID 652039, 2013;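 active = activation above the mean of all tested compounds plus 3 SD, computed per campaign excluding outliers beyond control limits, cut at about 13% in these data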
Target sequence (P49862 whole entry, looked up): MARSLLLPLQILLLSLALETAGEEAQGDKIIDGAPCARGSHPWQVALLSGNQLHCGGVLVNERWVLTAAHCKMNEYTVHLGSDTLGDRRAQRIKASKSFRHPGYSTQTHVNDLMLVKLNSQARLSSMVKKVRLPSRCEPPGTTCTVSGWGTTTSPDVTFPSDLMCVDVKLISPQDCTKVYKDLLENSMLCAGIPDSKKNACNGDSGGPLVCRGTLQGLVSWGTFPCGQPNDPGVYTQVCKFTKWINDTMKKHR
Tn7 DDE FP: inhibitors of Tn7 peptide binding to fibrin DD(E), primary screen, biochemical, fluorescence polarization, human fibrin, Tn7 probe | Fibrinogen beta chain (Homo sapiens), P02675 | FP displacement of FITC-Tn7 peptide from fibrin DD(E); 0% = median of compound wells per plate | inhibition, % at 8.3 µM | 0.13% of 370,000 active | AID 720508, 2013;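 active = inhibition above the mean of compounds falling within the control limits plus 3 SD of them, cut at about 14% in these data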;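 note: 0% = plate median of compound wells and 100% = 10 µM Aha-Tn7 peptide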
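Assay system: Fibrin-DD(E) protein isolated from polymerized human fibrin clots; read-out basis: percent inhibition; medium: Tris/NaCl/CaCl2 buffer, pH 7.8; signal: FP measurement; incubation: 10 min plus 3 h, room temperature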
MBD2 inh: inhibitors of MBD2 binding to methylated DNA, primary screen, biochemical, TR-FRET, DNA-binding domain, human | Methyl-CpG-binding domain protein 2 (Homo sapiens), Q9UBB5 | MBD2 binding to methylated oligonucleotide | inhibition, % at 4.4 µM | 0.31% of 370,000 active | AID 686964, 2013; in the data active = inhibition above about 13%
Target sequence (Q9UBB5 whole entry, looked up, the tested form may be a part): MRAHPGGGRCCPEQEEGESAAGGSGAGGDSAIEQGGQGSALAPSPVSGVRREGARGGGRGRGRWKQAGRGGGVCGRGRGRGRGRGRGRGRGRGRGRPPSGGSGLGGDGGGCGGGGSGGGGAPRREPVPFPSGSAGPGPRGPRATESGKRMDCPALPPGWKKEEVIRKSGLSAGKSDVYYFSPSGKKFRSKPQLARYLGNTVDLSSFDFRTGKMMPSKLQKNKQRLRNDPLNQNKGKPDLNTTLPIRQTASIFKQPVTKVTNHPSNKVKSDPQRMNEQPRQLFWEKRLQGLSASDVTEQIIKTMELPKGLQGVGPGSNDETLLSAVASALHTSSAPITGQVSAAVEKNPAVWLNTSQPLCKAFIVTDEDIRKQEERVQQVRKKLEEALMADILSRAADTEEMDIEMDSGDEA
DDE Tn6 FP inh: inhibitors of Tn6 peptide binding to fibrin DD(E), primary screen, biochemical, fluorescence polarization, human fibrin, Tn6 probe; Fibrinogen beta chain (Homo sapiens), P02675; Fibrin DD(E) TRITC-Tn6 fluorescence polarization displacement; inhibition, % at 8.3 µM; 0.21% of 370,000 active; AID 720509, 2013;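 active = inhibition above a per-campaign cutoff: mean of compounds within control limits plus 3 SD, cut at about 15% in these data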;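 note: 0% = median of all compound wells on the plate and 100% = blocking peptide control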
UHRF1 binding: UHRF1 methylated DNA binding inhibitors, primary screen, counter-screen for MBD2 inhibitor project, biochemical, TR-FRET, human UHRF1, single concentration. inhibition, % at 4.4 µM. UHRF1 binding to methylated oligo. E3 ubiquitin-protein ligase UHRF1 (Homo sapiens), Q96T88. 0.75% of 370,000 active; in the data active = inhibition above about 21%;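 note: UHRF1 SRA domain binding a hemimethylated CpG hairpin DNA probe; 0% = median of test compound wells and 100% = reference inhibitor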
SIAE inh: human SIAE inhibitors, primary screen, biochemical, fluorescence polarization, FP-Rh probe, 1536-well HTS. Sialate O-acetylesterase (Homo sapiens), Q9HAT2. SIAE FP-Rh probe binding. inhibition, % at 9.66 µM. 0.69% of 370,000 active. AID 1053197, 2014;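 active = inhibition above a cutoff: mean of compounds within the control limits plus 3 SD of those, cut at about 17% in these data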;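 note: 0% = plate median of compound wells and 100% = probe without SIAE protein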
LEDGF integ inh: blockers of LEDGF/p75-dependent integrase strand transfer – biochemical, TR-FRET, high throughput, primary screen; AID 743269, 2014; inhibition, % at 3.7 µM; 0.64% of 370,000 active; TR-FRET IN-LEDGF/p75 DNA integration, Eu/Cy5;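 active = inhibition above the screen-wide mean plus 3 SD, cut at about 13% in these data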;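 note: signal is the Cy5 over europium emission ratio at 671 and 618 nm; 0% = plate median of compound wells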
TCR-CD3 inh: inhibitors of human TCR-CD3 interaction, primary screen, biochemical, fluorescence, TAMRA-labeled TCR probe. T-cell receptor (TCR). inhibition, % at 9.4 µM. 0.37% of 360,000 active. AID 651800, 2012; in the data active = inhibition above about 19%;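 note: recombinant mutant TCR 2C K166C tagged with TAMRA read by polarization; 0% = receptor in buffer alone and 100% = receptor with positive control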
TDP2 absorb: human TDP2 enzyme inhibitors, primary screen, biochemical, epi absorbance, recombinant enzyme. Tyrosyl-DNA phosphodiesterase 2 (Homo sapiens), O95551. T5PNP hydrolysis, p-nitrophenol absorbance 415 nm. inhibition, % at 12.8 µM. 0.34% of 370,000 active;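 active = inhibition above the mean of all tested compounds plus 3 SD, set per campaign, cut at about 25% in these data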;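 note: 0% = DMSO with enzyme and 100% = buffer with substrate but no TDP2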
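Assay system: recombinant human TDP2 / Reagent: T5PNP substrate at 5 mM, a TopII-DNA adduct mimic / Measured by: epi absorbance from released p-nitrophenol / Evaluation: % inhibition relative to enzyme-containing and enzyme-free wells / Control set: enzyme-free and DMSO wells / Replicates: each compound tested once, singlicate / Schedule: enzyme reaction with compound for 2 h at 37 °C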
PRMT1 FP inh: PRMT1 methyltransferase inhibitors, primary screen, biochemical, fluorescence polarization; Protein arginine N-methyltransferase 1 (Homo sapiens), Q99873; recombinant PRMT1, activity-based probe fluorescence polarization; inhibition, % at 2.79 µM; 1.3% of 370,000 active;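 active = inhibition above about 21% made by adding two undisclosed values, limit read from the data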
Target sequence (Q99873 whole entry, looked up): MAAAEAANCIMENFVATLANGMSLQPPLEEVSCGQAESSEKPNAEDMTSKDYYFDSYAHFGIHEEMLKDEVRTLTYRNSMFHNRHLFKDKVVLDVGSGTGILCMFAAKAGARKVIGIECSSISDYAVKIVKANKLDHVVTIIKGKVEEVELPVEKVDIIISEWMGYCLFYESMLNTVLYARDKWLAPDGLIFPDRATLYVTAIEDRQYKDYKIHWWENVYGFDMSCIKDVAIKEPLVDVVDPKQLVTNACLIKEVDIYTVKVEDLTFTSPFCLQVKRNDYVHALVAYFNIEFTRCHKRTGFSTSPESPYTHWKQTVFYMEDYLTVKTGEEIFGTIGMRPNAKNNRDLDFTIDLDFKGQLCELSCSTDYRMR
* hit, by the source's call; · = not tested or not shown.

SMILES | proKLK7 act | Tn7 DDE FP | MBD2 inh | DDE Tn6 FP inh | UHRF1 binding | SIAE inh | LEDGF integ inh | TCR-CD3 inh | TDP2 absorb | PRMT1 FP inh
CSc1ncccc1C(=O)OCC(=O)N(C)C | 0.0 | 4 | 0 | 1 | 10 | 2 | -7 | 1 | -8 | 6
NC(=O)c1ccc(C(F)(F)F)n(Cc2ccc(F)c(F)c2)c1=O | 0.6 | -1 | -2 | -1 | -1 | 1 | 3 | -1 | -4 | -1
Cc1ccc(C)c(OCCN2CCOCC2)c1 | 0.2 | 3 | 6 | -7 | 1 | -6 | -6 | -7 | -18 | 6
CCCCOc1ccc(C(=O)NC2CCCCN(Cc3ccccc3C)C2=O)cc1 (stereo unspecified) | 0.1 | -2 | 3 | 2 | -2 | 4 | 0 | · | 8 | -1
Cc1ccc(NC(=O)CN(C)S(=O)(=O)c2ccc(Br)s2)cc1F | 0.3 | 1 | -4 | 1 | 0 | 9 | -2 | -6 | 0 | 1
COc1ccc(-n2cc(C(=O)O)c(=O)cc2C)cc1 | -0.5 | -3 | -3 | 9 | -2 | 3 | 0 | -2 | -1 | 0
COCCNC(=O)c1sc2nc(-c3ccccc3)cn2c1C | 0.2 | 3 | -2 | 8 | -1 | 8 | 0 | 3 | 1 | 1
COc1cccc(CC(=O)NCC2CCN(C(=O)C(=O)c3cccs3)CC2)c1 | -0.2 | -6 | 4 | -5 | 5 | 1 | -1 | -3 | -7 | 2
CC1CC1C(=O)OCC(=O)NNC(=O)COc1ccc(Br)cc1 (stereo unspecified) | 0.4 | 1 | -1 | 2 | -6 | -2 | 5 | 6 | 5 | -3
CCOc1ccccc1C(=O)N(CN1CCCC1=O)c1cccc(Cl)c1 | 0.3 | -7 | 3 | -3 | -1 | 4 | -1 | 2 | -6 | -1
Cc1ccc(OCC(=O)NCc2ccccn2)cc1 | 1.3 | 4 | 0 | 4 | 2 | 1 | -2 | 5 | 10 | -1
O=C(Nc1ccc(Br)cc1)c1cccc(S(=O)(=O)Nc2cnc3ccccc3c2)c1 | 0.7 | -8 | -2 | -8 | -4 | -44 | -2 | 6 | 4 | 0
CC1NC(=O)c2cc3ccccc3cc2-n2c1nc1ccc(F)cc1c2=O (stereo unspecified) | 0.4 | -3 | 4 | 0 | 0 | -4 | 3 | 2 | -4 | -7
O=C(O)CONC(=O)c1cc(OCC(F)(F)F)ccc1OCC(F)(F)F | 0.0 | -2 | -2 | -2 | 0 | 3 | 0 | 5 | 3 | -2
O=C(COc1ccccc1)Nc1ccc2c(c1)nc1n2CCOC1 | -0.5 | -7 | 1 | 4 | 0 | 1 | 0 | 7 | 5 | 0
O=C(O)c1cc(NN=Nc2ccc(Br)cc2)cc([N+](=O)[O-])c1 | 0.2 | 10 | -1 | 4 | 3 | -7 | -8 | 5 | 6 | 6
C[C@H](NC(=O)c1nc[nH]c1C(=O)N[C@@H](CCCCN)C(=O)OC(C)(C)C)C(=O)OC(C)(C)C | -0.5 | -5 | -1 | 2 | 2 | 3 | -1 | 5 | -10 | 2
COc1cccc(OCCNC(=O)c2ccccc2Sc2ccccc2C#N)c1 | 0.3 | 0 | -3 | 11 | 1 | -4 | -3 | 4 | -1 | 1
O=C(N/N=C/c1cccs1)c1cc(C2CC2)nc2ccccc12 | 0.2 | -3 | 2 | 4 | -1 | -7 | 1 | 4 | -5 | 3
CCOc1cc(/C=N/NC(=O)C(=O)NCc2ccc3c(c2)OCO3)ccc1OCC(=O)N1CCOCC1 | 0.8 | -5 | 2 | -7 | -3 | -4 | -2 | 2 | 7 | 4
O=C(CSCc1ccc(Cl)cc1)N/N=C/c1ccc(Cl)cc1Cl | 0.4 | -3 | -2 | 6 | 1 | -2 | 2 | -2 | 10 | -3
CCOC(=O)c1c(CN2CCNCC2)nc2ccc(Cl)cc2c1-c1ccccc1 | -0.7 | -1 | 2 | -3 | -1 | 4 | -5 | 5 | -14 | -1
CCN=C1NC(c2ccc(Cl)cc2)C(C(=O)OC)=C(C)N1Cc1cccc(C(F)(F)F)c1 (stereo unspecified) | 0.2 | 0 | 2 | 0 | 1 | 1 | -1 | 5 | -2 | -3
NC(c1csc(Nc2ccccn2)n1)C1CCCCC1 (stereo unspecified) | -0.2 | -7 | 0 | 1 | -1 | 0 | 14* | 5 | -11 | -1
CCN(CC)c1cnn(C/C(=N\OC)c2ccc(Cl)cc2)c(=O)c1Br | 0.2 | 12 | 5 | 0 | 0 | 0 | 2 | -3 | 9 | -1
COC(=O)[C@]1(C)N[C@H](CN(C)C(=O)NC(C)C)[C@@H]2C(=O)N(Cc3ccccc3)C(=O)[C@@H]21 | -0.6 | -4 | 0 | -5 | -4 | 0 | 4 | -4 | -3 | 4
Cc1cc(C)c(NC(=O)CNC(=O)c2cc([N+](=O)[O-])ccc2N2CCOCC2)c(C)c1 | 0.9 | -1 | -2 | 1 | 1 | -5 | -1 | -4 | -5 | -1
O=C(NCCN1CCOCC1)c1ccc(Cl)c(S(=O)(=O)N2CCCC2)c1 | -0.2 | -2 | 0 | 1 | 1 | -10 | 2 | 2 | -2 | 3
Cc1cccc(NC(=O)C2CC(=O)n3cnnc3S2)c1 (stereo unspecified) | -0.4 | 2 | 10 | -5 | 5 | -4 | 0 | 3 | 4 | 84*
CC(=O)N1CCCc2cc(S(=O)(=O)N3CCCC(C(=O)Nc4cccc(C)c4)C3)ccc21 (stereo unspecified) | 0.0 | 0 | -6 | 8 | 0 | 7 | -2 | 6 | 15 | 2
CC(=O)c1ccc(-c2cc([C@H]3[C@H]4C=CC[C@@H](C)[C@@H]4C(=O)N3Cc3ccccc3)ccc2F)cc1 | 0.3 | 6 | 4 | 0 | 1 | 3 | -1 | -2 | 1 | -1
O=C(Nc1ccc(NC(=O)c2cccs2)cc1)c1ccc2c(c1)OCCO2 | 0.9 | 1 | 1 | 1 | 10 | -31 | 0 | -5 | -1 | 3
Cc1ccc(Nc2nc(CSc3nnnn3-c3ccccc3)cc(=O)[nH]2)cc1 | 0.3 | 2 | -4 | -8 | -3 | 5 | 2 | -3 | -7 | 0
CC1NC(C)(C)Cc2c1ccc1ccccc21 (stereo unspecified) | -0.1 | 7 | 6 | 2 | 2 | 4 | -3 | -9 | -1 | 0
CCOC(=O)c1[nH]c(C)c(C(=O)OCc2c(C)noc2C)c1C | 0.1 | 5 | 5 | -1 | 22* | -3 | -2 | 1 | -4 | 4
O=C(CCc1ccc(S(=O)(=O)N2CCCCC2)cc1)c1nnc(-c2ccccc2)o1 | -0.6 | 1 | -2 | -6 | 1 | -6 | 2 | 0 | 3 | 1
CSc1cnc2c(=O)[nH]c(=O)n(C)c2n1 | -0.4 | 3 | -4 | 3 | 12 | 11 | -4 | 6 | 1 | 0
CCOP(=O)(OCC)c1ccc2c(c1)C(=O)c1ccccc1-2 | · | 3 | -5 | 0 | 0 | -1 | -2 | · | 4 | 1
CSCCC(NC(=O)c1cccc([N+](=O)[O-])c1)C(=O)OCC(=O)N1CCCC1=O (stereo unspecified) | 0.5 | 5 | -6 | 8 | 1 | 1 | 0 | 4 | -2 | 2
O=C(Nc1ccccc1)C(c1ccccc1)C1CCCC1 (stereo unspecified) | -0.3 | -1 | 6 | -3 | 15 | -5 | 2 | 1 | -13 | 3

Some values from the entries so far:
For UHRF1 binding, CSCCC(NC(=O)c1cccc([N+](=O)[O-])c1)C(=O)OCC(=O)N1CCCC1=O (stereo unspecified) reads 1
For MBD2 inh, CSc1cnc2c(=O)[nH]c(=O)n(C)c2n1 reads -4

The listing picks up, repeating the two entries before the break.
SMILES | proKLK7 act | Tn7 DDE FP | MBD2 inh | DDE Tn6 FP inh | UHRF1 binding | SIAE inh | LEDGF integ inh | TCR-CD3 inh | TDP2 absorb | PRMT1 FP inh
CSCCC(NC(=O)c1cccc([N+](=O)[O-])c1)C(=O)OCC(=O)N1CCCC1=O (stereo unspecified) | 0.5 | 5 | -6 | 8 | 1 | 1 | 0 | 4 | -2 | 2
O=C(Nc1ccccc1)C(c1ccccc1)C1CCCC1 (stereo unspecified) | -0.3 | -1 | 6 | -3 | 15 | -5 | 2 | 1 | -13 | 3
COCCCNC(=O)C1CC(=O)N(CCc2ccc(F)cc2)C1 (stereo unspecified) | -0.2 | 2 | 5 | 2 | 1 | 6 | 0 | 12 | 3 | 6
O=C(O)C1=C(C(=O)O)C2CCC1C2 | -0.8 | 4 | 2 | 4 | 10 | -7 | 1 | 8 | -9 | 1
Cc1cc(C=C2C(=O)c3ccccc3C2=O)c(C)n1-c1ccc(C(=O)O)cc1 | 0.2 | -1 | -9 | -1 | -1 | -8 | 8 | 5 | -1 | 1
CCOC(=O)CN1CCS(=O)(=O)CC1 | -0.1 | 0 | -6 | -2 | 0 | 4 | -1 | 3 | 1 | 2
CCc1ccc(NS(=O)(=O)c2ccc3[nH]cc(C(=O)NCC4CCCO4)c(=O)c3c2)cc1 (stereo unspecified) | 0.1 | -3 | 4 | -5 | 5 | -11 | 2 | 0 | 1 | -1
CN(C)NC(=S)Nc1ccc2nc(-c3ccccn3)c(-c3ccccn3)nc2c1 | 4.2 | -5 | 0 | -3 | 7 | -5 | 0 | -1 | 5 | 2
CC1CCCN(C(=O)c2ccc3ncsc3c2)C1 (stereo unspecified) | 0.2 | 6 | -1 | 3 | 0 | 10 | 0 | 1 | 10 | 24*
CC1(C)CC(NC(=O)C(=O)NCCc2ccc(Cl)cc2)CC(C)(C)N1 | 0.5 | -1 | -5 | -5 | 0 | 7 | 0 | -2 | 7 | -3
CCOC(=O)/C(=C/c1ccccc1)NC(=O)c1ccco1 | 0.1 | 2 | 1 | 4 | 0 | -2 | 0 | 4 | -2 | -2
Cc1ccccc1-n1c(-c2ccc3ccccc3n2)n[nH]c1=S | 0.0 | -4 | 0 | 2 | -1 | 0 | -3 | 3 | -1 | 3
CC(=O)Nc1cc2c3c(c1)CCC(=O)N3CCC2 | 0.3 | 5 | -1 | 14 | 6 | -8 | -1 | 9 | -8 | 1
c1ccc(C2=NOC(c3nnc(-c4ccccc4)o3)C2)cc1 (stereo unspecified) | 0.2 | -4 | -4 | 4 | -2 | -4 | 1 | 4 | 1 | -1

An unsorted share of the library. Share with any hit: about 4.6%.
